APP 5'UTR act = APP 5'UTR luciferase reporter activation; SH-SY5Y APP 5'UTR luciferase reporter, luminescence; zero percent = DMSO vehicle wells; activation, % at 2 µM; 190,000 tested, 1% active;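 active = activation above a set limit, based on mean plus 3 SD of controls, cut at about 140% in these data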; also: values of inactives mirror those of a sister screen read the other way
FLuc act counter = firefly luciferase counter-screen for stimulation assays; 200,000 tested, under 10 active; ATPlite luciferase biochemical, luminescence, 10 min; 0 = ATP-free wells, 1 = DMSO control; P08659; activation factor at 10 µM;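 active = luciferase activation factor, scaled between plate controls, of at least 2 with compound at 10 µM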
Target sequence (P08659 whole entry, looked up): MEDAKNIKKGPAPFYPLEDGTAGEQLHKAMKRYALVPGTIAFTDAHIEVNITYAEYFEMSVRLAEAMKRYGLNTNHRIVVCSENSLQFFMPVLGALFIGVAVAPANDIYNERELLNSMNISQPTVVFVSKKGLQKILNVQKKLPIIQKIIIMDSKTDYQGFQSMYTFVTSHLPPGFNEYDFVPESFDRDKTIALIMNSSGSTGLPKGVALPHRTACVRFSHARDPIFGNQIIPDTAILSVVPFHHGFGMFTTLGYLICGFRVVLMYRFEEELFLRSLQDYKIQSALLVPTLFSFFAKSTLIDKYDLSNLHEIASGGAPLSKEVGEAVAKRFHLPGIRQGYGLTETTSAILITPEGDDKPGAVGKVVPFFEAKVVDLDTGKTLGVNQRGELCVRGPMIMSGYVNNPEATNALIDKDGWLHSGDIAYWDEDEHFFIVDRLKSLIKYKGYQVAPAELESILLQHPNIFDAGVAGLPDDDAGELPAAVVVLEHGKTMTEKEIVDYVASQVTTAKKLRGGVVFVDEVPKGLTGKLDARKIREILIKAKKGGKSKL
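Material: Luciferase/luciferin reagent mix | Doses: Test compounds dosed from 2 mM stocks in 100% DMSO | Timing: 10 min incubation after luciferase reagent addition, room temperature | Measured by: Luminescence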
STAT1 act = activators of IFN-gamma induced STAT1 signaling. NIH 3T3 STAT1-luciferase reporter, luminescence; 100% = IFN-gamma alone, no compound. 200,000 tested, 2.6% active. activation (% of control), % at 5.5 µM;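 active = activation above the screen-wide mean activation plus 3 SD, cut at about 130% in these data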;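 also: raw ratio to IFN-gamma control signal so 100% means no change and 0% no light; values of inactives mirror those of a sister screen read the other way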
G6PDH CS = L. mesenteroides G6PDH inhibition counter-screen; Purified L. mesenteroides G6PDH, diaphorase/resazurin coupled fluorescence, 45 min; inhibition, % at 5 µM; 200,000 tested, 0.12% active; in the data active = inhibition above about 50%
Hsp70 activator = Hsp70 transcriptional activation, primary screen; AID 1203; activation, % at 10 µM; HeLa Hsp70 promoter luciferase reporter, luminescence; scaled: vehicle 0, proteasome-inhibitor control 100%; 200,000 tested, 0.04% active;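 active = activation above the mean across all tested compounds plus 3 SD, cutoff set per campaign, cut at about 5.5% in these data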;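 also: 100% = MG132 at 30 µM as the positive control and 0% = DMSO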
Redox H2O2 prof = compounds producing H2O2 with reducing agent – biochemical, NIH compound library profiling, artefact control for MLSCN library redox annotation, primary screen; 200,000 tested, 0.03% active; DTT-dependent redox cycling H2O2, phenol red/HRP absorbance; 100% = 100 µM peroxide control, 0% = buffer; activation, % at 10 µM; AID 878;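 active = activation of at least 50% relative to the plate's high and low controls in the primary single-dose screen; inactive = activation below 50%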;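 also: compound incubated with DTT at 0.8 mM final as the reducing agent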
NF-kB expr up = raises NF-kB expression in human neuronal cells; NF-kB reporter expression; hits give high values; fold change at 12.5 µM; 190,000 tested, 1.6% active; AID 1239; in the data active = fold change above about 3.3
HMGR II inh = E. faecalis class II HMG-CoA reductase inhibition; inhibition, % at 10 µM; purified E. faecalis HMGR, NADPH absorbance 340 nm kinetic; 190,000 tested, 0.41% active;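 active = inhibition above a set limit, the median over all tested compounds plus 3 SD, cut at about 9.5% in these data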;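 also: enzyme runs in reverse so mevalonate oxidation gives rising NADPH absorbance; 0% = complete reaction with DMSO and 100% = background rate lacking mevalonate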
APP 5UTR inh = APP translation inhibition. SH-SY5Y APP 5'UTR-luciferase reporter, luminescence. inhibition, % at 2 µM. 190,000 tested, 0.82% active. AID 1285;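 active = inhibition above a set limit, derived from the sample mean plus 3 SD, cut at about 45% in these data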; also: values of inactives mirror those of a sister screen read the other way
FLuc inh counter = Photinus pyralis luciferase inhibition counter-screen | P08659 | inhibition, % at 10 µM | ATPLite firefly luciferase biochemical luminescence, 10 min | 200,000 tested, 1.5% active | AID 1006;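 active = inhibition above about 50% when tested at 10 µM, limit read from the data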
An asterisk follows results filed as active; . = no result given.

SMILES | APP 5'UTR act | FLuc act counter | STAT1 act | G6PDH CS | Hsp70 activator | Redox H2O2 prof | NF-kB expr up | HMGR II inh | APP 5UTR inh | FLuc inh counter
OC1CCCN(c2c3c(nc4cc(-c5cccc(Cl)c5)nn24)CCC3)C1 (centres undefined) | 19 | 1.1 | 98 | 4 | -0.3 | 0.4 | 1.4 | -3 | -19 | -8
CCn1cc(/C=N\NC(=O)c2ccc(F)cc2)cn1 | -11 | 1 | 98 | 6 | -0.1 | -0.3 | 1.4 | -6 | 11 | 4
Cc1cc(=O)oc2c(CN3CCN(C)CC3)c(O)c(Cl)cc12 | -7 | 1.1 | 103 | -2 | -0.2 | -1.3 | 1.1 | -4 | 7 | -8
O=C(CN1CCOCC1)Nc1ccc2c(c1)OC(F)(F)O2 | 4 | 1.1 | 103 | 4 | -0.2 | -1.8 | 1.2 | -5 | -4 | -5
CCOC(=O)C1=C(c2ccccc2)Nc2ncnn2C1c1cc(OC)ccc1OC (centres undefined) | -41 | 1.1 | 96 | -10 | -0.1 | 0.7 | 1 | -4 | 41 | -8
O=C(/C=C/c1ccccc1)C1C(=O)c2ccccc2C1=O | 61 | 0 | 111 | 16 | 0.0 | 0.5 | 2.6 | 0 | -61 | 95*
Cc1ccc2nc(CSc3nnc(Nc4ccccc4C)s3)cc(=O)n2c1 | 21 | 1.1 | 99 | -12 | -0.3 | -0.1 | 0.43 | 2 | -21 | -6
CNC(=S)NNC(=O)c1cccc(N(C)C)c1 | 10 | 1.1 | 99 | 6 | -0.2 | -1.1 | 1.1 | -6 | -10 | -8
O=c1[nH]c(/C(Cl)=C/c2cccc(C(F)(F)F)c2)nc2cc(Cl)ccc12 | -7 | 1.1 | 101 | 0 | -0.2 | -0.3 | 1.4 | 2 | 7 | -6
CCC1(C)Cc2ccccc2-c2c1c(=O)n(Cc1ccccc1)c1nnnn21 (centres undefined) | 21 | 1.1 | 105 | 2 | 4.1 | 2.8 | 1.1 | 0 | -21 | -9
Cc1ccc(CN2CCN(CC(=O)N/N=C/c3c[nH]c4ccccc34)CC2)cc1 | 12 | 1.1 | 107 | -36 | -0.1 | 0.4 | 0.87 | -5 | -12 | -8
COC(=O)c1cn(NC(=O)COc2ccc(Cl)cc2)c(=O)c2ccccc12 | 14 | 1 | 99 | 4 | 0.0 | 0.0 | 1.2 | 0 | -14 | -1
Nc1nc(CSC(=S)N2CCN(c3ccccc3)CC2)nc(Nc2ccccc2)n1 | 15 | 1 | 103 | -12 | 0.9 | 3.9 | 0.7 | 0 | -15 | -2
O=Cc1ccccc1Oc1nc(N2CCOCC2)nc(N2CCOCC2)n1 | 13 | 1 | 89 | -1 | 0.6 | -0.3 | 0.99 | -4 | -13 | -4
CC(NC(=O)CCSc1nc(-c2ccco2)cc(C(F)(F)F)n1)c1ccccc1 (centres undefined) | 1 | 1.1 | 99 | 3 | -0.4 | -1.9 | 0.83 | 1 | -1 | -6
Cc1ccc(NC(=O)OCc2cncs2)cc1 | 41 | 0.9 | 118 | 10 | 0.1 | -0.9 | 1.8 | -2 | -41 | 7
c1ccc(C2OCC3(CO2)COC(c2ccccc2)OC3)cc1 (centres undefined) | 29 | 1 | 101 | 12 | 0.0 | -5.7 | 1 | -2 | -30 | -1
Cc1[nH]nc2c1C(c1ccccc1F)CC(=O)N2 (centres undefined) | -7 | 1 | 97 | 8 | -0.3 | -5.2 | 0.96 | -6 | 7 | 0
Cc1cccc(Nc2n[nH]c(C)c2[N+](=O)[O-])c1 | 101 | 0.9 | 156* | 2 | 0.1 | -0.5 | 3.7* | -7 | -101 | 12
CCc1nc2ccccc2n1CC(O)COc1ccc(NC(C)=O)cc1 (centres undefined) | -15 | 1 | 101 | 3 | -0.2 | 1.0 | 1.2 | -6 | 15 | 4
O=c1c2ccccc2nc(-c2ccc(F)cc2)n1NCc1ccccc1O | 11 | 1.1 | 92 | 5 | -0.1 | 0.9 | 1.2 | 4 | -11 | -8
Cn1c(-c2ccc(F)cc2)cnc1NCc1ccccc1 | 14 | 1 | 103 | -1 | -0.2 | -3.5 | 1.1 | -3 | -14 | 3
c1c(C2CCCCC2)n[nH]c1CN1CCCCC1 | 4 | 1.1 | 107 | 0 | 0.2 | -2.6 | 1 | -3 | -4 | -6
CCN1CCN(Cc2ccc(NC(=O)Nc3ccc(SC)cc3)cc2)CC1 | 45 | 1 | 124 | -26 | -0.3 | 0.8 | 1.4 | -5 | -45 | 2

5 compounds from above, ordered by molecular weight, largest number first.
SMILES | APP 5'UTR act | FLuc act counter | STAT1 act | G6PDH CS | Hsp70 activator | Redox H2O2 prof | NF-kB expr up | HMGR II inh | APP 5UTR inh | FLuc inh counter
Nc1nc(CSC(=S)N2CCN(c3ccccc3)CC2)nc(Nc2ccccc2)n1 | 15 | 1 | 103 | -12 | 0.9 | 3.9 | 0.7 | 0 | -15 | -2
CC(NC(=O)CCSc1nc(-c2ccco2)cc(C(F)(F)F)n1)c1ccccc1 (centres undefined) | 1 | 1.1 | 99 | 3 | -0.4 | -1.9 | 0.83 | 1 | -1 | -6
O=Cc1ccccc1Oc1nc(N2CCOCC2)nc(N2CCOCC2)n1 | 13 | 1 | 89 | -1 | 0.6 | -0.3 | 0.99 | -4 | -13 | -4
Cc1[nH]nc2c1C(c1ccccc1F)CC(=O)N2 (centres undefined) | -7 | 1 | 97 | 8 | -0.3 | -5.2 | 0.96 | -6 | 7 | 0
Cc1cccc(Nc2n[nH]c(C)c2[N+](=O)[O-])c1 | 101 | 0.9 | 156* | 2 | 0.1 | -0.5 | 3.7* | -7 | -101 | 12

Other compounds:
SMILES | APP 5'UTR act | FLuc act counter | STAT1 act | G6PDH CS | Hsp70 activator | Redox H2O2 prof | NF-kB expr up | HMGR II inh | APP 5UTR inh | FLuc inh counter
CCOC(=O)C1C(=O)C=C(c2ccc(C)cc2)CC1c1cccc([N+](=O)[O-])c1 (centres undefined) | -19 | 0.8 | 103 | 6 | -0.4 | 1.9 | 0.73 | -1 | 19 | 16
COc1ccc(C2(C(=O)O)CCCC2)cc1 | 10 | 1 | 99 | 2 | -0.4 | -0.1 | 1 | -4 | -10 | 1
NS(=O)(=O)c1ccc(CCNC(=O)C2CCCCN2S(=O)(=O)c2ccccc2)cc1 (centres undefined) | 0 | 1 | 94 | 3 | -0.3 | 0.3 | 1.1 | -2 | 0 | -1
CCn1c(C(C)NC(=O)c2cccc(C)c2)n[nH]c1=S (centres undefined) | 19 | 1 | 100 | 14 | -0.4 | -0.3 | 1.1 | 0 | -19 | 4
Cc1nc2nc[nH]n2c(=O)c1NS(=O)(=O)c1ccc([N+](=O)[O-])cc1 | 12 | 1 | 107 | 9 | -0.1 | -0.9 | 1.1 | 0 | -12 | 0
Cc1ccc(S(=O)(=O)Oc2ccc(C(c3c(C)[nH][nH]c3=O)c3c(C)[nH][nH]c3=O)cc2)cc1 | 2 | 1 | 108 | 13 | -0.3 | 0.2 | 1.3 | -3 | -2 | 1
O=c1cc[nH]c2cc(C(F)(F)F)ccc12 | 1 | 1.1 | 91 | 4 | -0.3 | -3.5 | 1.1 | 0 | -1 | -7
O=C1CC(SC(=Nc2ccccc2)Nc2ccccc2)C(=O)N1c1ccc(Cl)cc1 (centres undefined) | 3 | 1 | 101 | 7 | -0.2 | 2.3 | 1.1 | -6 | -3 | -4
Cc1cc(C)cc(NS(=O)(=O)c2ccc3c(c2)c(=O)n(C)c(=O)n3C)c1 | -15 | 1.1 | 74 | -5 | -0.5 | 0.1 | 0.72 | -5 | 15 | -10
COc1ccccc1NC(=O)C1=C(C)NC(=O)NC1c1cccs1 (centres undefined) | -25 | 1 | 98 | -4 | -0.2 | -0.7 | 1 | -2 | 25 | -4
CCOC(=O)c1c(NC(=S)Nc2ccccc2)sc2c1CCN(C)C2 | 1 | 1 | 105 | 9 | -0.2 | 1.1 | 1.2 | -2 | -1 | -4
O=C(NNC(=O)C1CCN(Cc2cccc(F)c2)CC1)c1cccc(Cl)c1 | -2 | 1 | 90 | -4 | 0.3 | 1.1 | 0.98 | 3 | 2 | 1
O=S(=O)(Cc1ccccc1Cl)N1CCCC1 | -1 | 1 | 96 | 24 | 0.1 | 0.8 | 1.2 | 4 | 1 | 2
CCCCCN=CC1=C(O)CC(c2ccccc2)CC1=O (centres undefined) | 0 | 1 | 107 | 2 | 0.2 | 0.6 | 1.2 | 0 | 0 | -3
Cc1ncc([N+](=O)[O-])n1CC(O)CCl (centres undefined) | 11 | 1.1 | 99 | 4 | -0.3 | -0.3 | 1.2 | -1 | -11 | -7
CCn1cc(C(=O)N(CCCN2CCOCC2)Cc2ccco2)c(=O)c2ccc(C)nc21 | -1 | 1.1 | 102 | -8 | -0.2 | -1.5 | 1 | -4 | 1 | -8
CCOc1ccc(C2/C(=C(\O)c3c(C)[nH]c(C(=O)OC)c3C)C(=O)C(=O)N2CCN(C)C)cc1 (centres undefined) | 7 | 1.1 | 104 | 6 | -0.5 | 0.0 | 1.1 | 0 | -7 | -6
CCc1cccc(CC)c1NC(=S)NC(C)c1ccccc1 (centres undefined) | 26 | 1.1 | 99 | 11 | -0.1 | -0.5 | 0.82 | -7 | -26 | -11
C=CC12C=CC=CN1C(C(=O)OC)=C(C(=O)OC)C(C(=O)OC)=C2C(=O)OC (centres undefined) | -2 | 1 | 96 | 2 | -0.2 | 0.0 | 0.94 | -3 | 2 | 0
CC(C(=O)Nc1ccc2c(c1)OCCO2)n1nnc(-c2ccccc2)n1 (centres undefined) | 5 | 1 | 100 | 4 | 0.3 | -0.3 | 1 | 2 | -5 | -3
CCOC(=O)c1c(NC(=O)CSc2nncs2)sc(C)c1C | -9 | 1.1 | 101 | 4 | -0.3 | 0.5 | 1 | -1 | 9 | -8
COc1ccccc1NC(=O)c1cc(C(=O)O)ccc1C(=O)O | -6 | 1 | 94 | 1 | -0.2 | 0.9 | 1.1 | -4 | 6 | -4
Cc1nc(-c2c(-c3ccc(O)cc3O)noc2C(F)(F)F)cs1 | 16 | 1 | 102 | 14 | -0.4 | -0.5 | 0.66 | 1 | -16 | 2
O=C(C[n+]1cn(C(F)F)c2ccccc21)c1ccc(OC(F)F)cc1 | 46 | 1 | 128 | 4 | 0.6 | 0.3 | 1.2 | -1 | -46 | 3
CSCCNC(=O)c1ccc(C(C)(C)C)cc1 | -5 | 0.3 | 98 | -6 | -0.1 | 3.2 | 5.4* | 0 | 5 | 74*
C=CCOC(=O)C1=C(C)OC(N)=C(C#N)C1c1ccoc1 (centres undefined) | 10 | 1.1 | 92 | -10 | -0.1 | -4.3 | 1 | -1 | -10 | -8
Nc1ccc(/C=C/C(=O)c2cccs2)cc1 | 143* | 0.2 | 122 | -1 | 0.0 | 0.9 | 5.9* | -1 | -143 | 77*
CCN(Cc1ccccc1)c1ccc(/C=N/NC(=S)NC(C)C)cc1 | -8 | 1.2 | 100 | -19 | -0.3 | 0.1 | 1 | -3 | 8 | -20
CN(CC(=O)Nc1cccnc1)S(=O)(=O)c1ccccc1 | 2 | 1 | 95 | -4 | -0.2 | 0.5 | 1.1 | -3 | -2 | -2
Fc1ccc(C2CC(c3ccco3)=Nc3ccccc3S2)cc1 (centres undefined) | 9 | 1 | 99 | -3 | 0.1 | -1.0 | 0.93 | -4 | -9 | -3
O=C(NCCc1c[nH]c2ccccc12)c1cc(S(=O)(=O)N2CCCCC2)ccc1N1CCOCC1 | 16 | 1 | 105 | 6 | 0.1 | 1.9 | 0.85 | -2 | -16 | -4
COc1cc(CNCCSc2nnnn2C)cc(Br)c1OCc1ccccc1 | 6 | 1 | 97 | 2 | 0.3 | -1.9 | . | 0 | -6 | -2
